Screening results (PubChem)
hK5 inh = blocks human kallikrein 5 protease activity. recombinant hK5, fluorogenic AMC substrate cleavage. inhibition, % at 5 µM. hit rate 0.59% among 210,000;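 active means inhibition of 40% or more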;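 further: 0% = enzyme controls without compound and 100% = no-enzyme blanks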
Furin inhibitor = inhibitors of human furin | purified furin, fluorogenic substrate cleavage | hit rate 0.061% among 220,000 | inhibition, % at 30 µM | P09958; in the data active means inhibition above about 25%; further: inactives centre near -15
Rad51 HR inh = blocks human Rad51 in homologous recombination. Q06609. hRad51 DNA strand exchange, fluorescence dequenching. inhibition, % at 10 µM. hit rate 0.085% among 200,000. AID 1385;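 active means inhibition above 40% at the single screening dose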;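 further: 0% = DMSO control wells and 100% = blanks with heterologous ssDNA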
Target sequence (Q06609 whole entry, looked up): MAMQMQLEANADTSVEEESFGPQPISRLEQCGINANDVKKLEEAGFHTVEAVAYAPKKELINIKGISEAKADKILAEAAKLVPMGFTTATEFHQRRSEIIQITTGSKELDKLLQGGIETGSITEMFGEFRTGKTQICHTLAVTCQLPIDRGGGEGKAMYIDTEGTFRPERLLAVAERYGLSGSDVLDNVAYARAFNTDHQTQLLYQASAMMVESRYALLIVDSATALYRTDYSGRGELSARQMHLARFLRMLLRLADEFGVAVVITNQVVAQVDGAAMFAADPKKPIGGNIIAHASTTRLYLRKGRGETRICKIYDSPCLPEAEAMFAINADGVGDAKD
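Material: hRad51 filaments on single-stranded DNA; Reagent: Donor/quencher-labelled 47-bp dsDNA substrate; Compound: 10 µM final, single point; Schedule: 37 °C 15-min filament assembly, 30-min compound preincubation, 15-min exchange; Technique: FRET fluorescence, excitation 485 nm, emission 520 nm; Benchmarks: control wells and blank wells on each plate.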
m-calpain inh = blocks pig calpain II enzyme activity. purified calpain II, fluorogenic peptide substrate, 30 min. inhibition, % at 16 µM. hit rate 0.37% among 220,000;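 active means inhibition above about 50%, limit read from the data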
KCC2 mod = modulates chloride dependent transport by human KCC2 | KCC2 cells, thallium flux FluoZin-2 fluorescence | B-score of Tl+ flux slope (higher = more flux/activation; lower = inhibition) at 10 µM | hit rate 2.2% among 190,000;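 active means thallium flux slope and its plate-corrected score both differing from the plate sample mean at a set confidence after two filtering rounds, in either direction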;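 further: slope of fluorescence scaled to starting intensity during 10 to 20 s after thallium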
thrombin 1536 = inhibitors of human thrombin. P00734. alpha-thrombin, Boc-VPR-AMC fluorogenic substrate cleavage. inhibition, % at 5 µM. hit rate 0.26% among 220,000. AID 1046;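 active means inhibition at or above 40%; inactive means inhibition below 40%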;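 further: 0% = enzyme with no compound and 100% = wells without enzyme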
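System – human alpha-thrombin · Medium – pH 7.5 Tris (50 mM) with NaCl 150 mM, Tween 20 0.05% · Compound – single-point dosing at 5 µM, 0.2% DMSO · Incubation – enzyme reaction carried out at room temperature · Technique – fluorescence of released AMC, ex 355 nm, em 460 nm · Read-out basis – % inhibition of thrombin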
PERK inh = human PERK inhibition, primary cell-based screen. Q9NZJ5. CHO PERK-DD fusion, SEAP luminescence translation reporter. inhibition, % at 5.6 µM. hit rate 0.17% among 220,000. AID 1416;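 active means inhibition above the mean inhibition of all tested compounds plus 3 SD, set separately per screening campaign, cut at about 2.9% in these data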;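 further: PERK kinase domain activated by AP20187 dimerizer at 100 nM; 0% = DMSO with dimerizer and 100% = rapamycin at 8.4 µM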
FXIIa inh 1536 = factor XIIa (human) inhibition; P00748; hit rate 0.3% among 220,000; purified FXIIa, Boc-QGR-AMC fluorogenic substrate, 2 h; inhibition, % at 5 µM; AID 800; in the data active means inhibition above about 40%;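 further: 0% = enzyme with no compound and 100% = blank without enzyme; many of its hits are not listed in these tables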
FXIa inh 1536 = inhibitors of human coagulation factor XIa; purified FXIa, Boc-Glu-Ala-Arg-AMC fluorogenic substrate; AID 798; hit rate 0.14% among 220,000; P03951; inhibition, % at 5 µM;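 active means inhibition of at least 40%; inactive means inhibition below 40%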;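 further: fluorescence of freed AMC excited at 355 nm; 0% = enzyme without compound and 100% = no enzyme blank; many of its hits are not listed in these tables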
Target sequence (P03951 19-387 limits assumed): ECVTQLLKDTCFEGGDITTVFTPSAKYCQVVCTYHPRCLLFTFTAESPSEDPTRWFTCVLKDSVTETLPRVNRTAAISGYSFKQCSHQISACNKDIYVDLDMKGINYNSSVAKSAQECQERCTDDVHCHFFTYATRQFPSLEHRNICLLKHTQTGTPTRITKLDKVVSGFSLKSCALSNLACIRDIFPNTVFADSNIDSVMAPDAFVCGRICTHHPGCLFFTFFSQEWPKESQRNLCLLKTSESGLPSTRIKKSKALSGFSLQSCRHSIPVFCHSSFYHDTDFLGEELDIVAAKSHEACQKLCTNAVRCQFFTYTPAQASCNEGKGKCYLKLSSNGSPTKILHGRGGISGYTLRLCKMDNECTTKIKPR
Target sequence (P03951 388-625 limits assumed): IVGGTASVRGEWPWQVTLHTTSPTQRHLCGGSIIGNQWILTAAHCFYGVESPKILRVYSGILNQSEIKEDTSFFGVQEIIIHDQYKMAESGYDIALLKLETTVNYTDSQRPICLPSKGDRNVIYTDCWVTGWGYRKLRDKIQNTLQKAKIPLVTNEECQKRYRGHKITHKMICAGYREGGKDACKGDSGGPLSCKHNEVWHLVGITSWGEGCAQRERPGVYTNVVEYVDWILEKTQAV
Numbers without * were called inactive; i = inactive; . = no result given; [ ] = remark or other dose. An excerpt; rates above refer to the full screens.

Second line of a record – thrombin 1536, Rad51 HR inh, PERK inh, hK5 inh, m-calpain inh, Furin inhibitor, KCC2 mod, FXIIa inh 1536, FXIa inh 1536
- Cc1cccc(NC(=O)Cc2ccc(F)cc2)c1
 : 4, 0, 0.1, -9, -4, -18[20 µM], -0.67, 22, 9
- Clc1ccc(-n2nnc(-c3cccnc3)n2)cc1Cl
 : 2, -2, 1.7, -2, 25, -28, 0.8, 5, 1
- COC(=O)c1c(NC(=O)c2ccco2)sc(C(=O)N(C)C)c1C
 : 6, -1, 0.2, -1, -7, -8[20 µM], 0.0034, 20, 13
- Brc1ccc(NCc2cccc3ccccc23)nc1
 : -6, 5, -1.2, 12, -12, -20[20 µM], ., -10, -4
- Cc1cc(=O)n2[nH]c(-c3ccsc3-n3c(C)ccc3C)cc2n1
 : 0, ., 1.4, 0, -30, 0, 2.5, 9, 4
- CCOc1ccccc1/C=N/NC(=O)CSc1n[nH]c(=O)[nH]c1=O
 : -2, -4, 1.5, 2, -26, -20, 0.28, 12, 0
- O=C(O)c1cc([N+](=O)[O-])ccc1N1CCCCC1
 : -5, 3, 1.0, -14, 33, -14, -0.62, 9, 8
- CCOC(=O)C1[C@H]2C(=O)N(CCCOC)C[C@]23C=C[C@H]1O3 (some centres undefined)
 : 2, -3, 0.5, -18, 2, -12, ., 6, -1
- Clc1ccc(-c2nnc3sc(-c4ccc(Br)o4)nn23)c(Cl)c1
 : 1, ., -0.8, -21, -30, -18, -0.51, 15, 5
- COc1cc(/C=C2\SC(=S)N(C(C(=O)O)c3ccccc3)C2=O)ccc1O (centres undefined)
 : -6, ., 0.3, 0, 1, 8, -0.45, 5, 2
- CN1C(=O)c2ccccc2NC(=O)[C@]12O[C@@H]2c1cccc(O)c1
 : 3, -116, ., 2, -16, -31, -0.14, 8, 3
- CC[C@H](C)[C@H](NC(=O)OCc1ccccc1)C(=O)Nc1ccc(NC(C)=O)cc1
 : -3, 8, -0.2, -2, -4, -27, 0.3, 5, -2
- O=C(O)CCCNS(=O)(=O)c1ccc(F)cc1
 : -16, 0, 0.5, -2, -39, -25, 0.16, -7, -6
- CN1CCN(c2ccc(S(=O)(=O)N3CCOCC3)cc2NC(=O)CCc2ccccc2)CC1
 : 1, ., 1.5, 3, 18, -20, 0.19, 6, 0
- CCn1c(COc2ccccc2OC)nnc1SCC#N
 : -7, -9, 0.1, -1, -15, -16, ., -4, -1
- CCN(CC)c1ccc(C(=O)N2CCN(Cc3ccccc3)CC2)cc1
 : -1, 2, -0.2, -9, 7, -14, -2.7, 11, 9
- CCOc1ccccc1NC(=O)C(NCCN(C)C)c1ccccc1 (centres undefined)
 : -12, 0, 1.1, -2, -3, -13, 0.61, 5, -3
- CCOC(CNC(=O)CCc1c(C)nc2nc(C)nn2c1C)OCC
 : -6, -2, 1.3, -10, -4, -27[20 µM], -0.12, -9, 2
- CCN(C(=O)Cc1ccc(Br)cc1)C1CCCCC1
 : -2, 14, -0.3, -1, -30, -12[20 µM], 0.36, -3, -5
- COc1ccc(Cn2c(=O)[nH]c3cc(C(=O)NCCc4ccc(S(N)(=O)=O)cc4)ccc3c2=O)cc1
 : -12, -5, 1.5, -2, -144, -30, 0.61, 5, -7
- COc1ccc(Nc2cc(Cl)nc(N)n2)cc1OC
 : -7, 2, -0.1, -3, -34, -25, 0.76, 7, -4
- COc1ccc(/C(C)=C2\SC(=S)N(CCC(=O)O)C2=O)cc1
 : -1, ., -1.2, -17, -21, -2[20 µM], ., 9, -11
- Clc1cccc(Cc2ccc(Cl)nn2)c1
 : 3, -2, 0.1, -3, 23, -8, ., 6, -5
- CSc1ccccc1NC(=O)CN(Cc1ccc(Cl)cc1)S(C)(=O)=O
 : -4, -4, 0.0, 2, -31, -31[20 µM], -0.21, -15, -6
- COC(=O)Cc1[nH]n(-c2nc3ccccc3s2)c(=O)c1C(C)=Nc1ccc(C)cc1
 : 3, 9, -0.8, 4, -71, -29, 2.5, 9, 0
- Nc1c(C(=O)NCC2CCCO2)sc2nc3c(c(-c4ccco4)c12)CC/C3=C\c1ccco1 (centres undefined)
 : -2, -4, 0.3, -53, -37, -6, 0.052, 9, 11
- CCOC(=O)CNC(=S)N(Cc1ccccc1)Cc1cccs1
 : -13, 26, 1.6, 6, -12, -21, -0.68, 6, -1
- O=C(O)C(Cc1c[nH]c2ccccc12)NS(=O)(=O)c1ccc(Cl)cc1 (centres undefined)
 : -2, 1, 0.2, 3, 12, -21, 1.9, 9, 3
- COc1ccc(N2CCN(CCC3Oc4cc([N+](=O)[O-])ccc4NC3=O)CC2)cc1 (centres undefined)
 : 1, ., 1.1, ., 13, -16, -0.48, 15, 6
- Nc1ccc(S(=O)(=O)Nc2nccc(/C=C/c3ccc(Cl)cc3Cl)n2)cc1
 : 1, 17, 0.4, 3, -4, -6, ., 12, 6
- Cc1noc(C(=O)N2CCN(c3ccc(F)cc3)CC2)c1Cl
 : -7, 9, 0.8, -7, -10, -24, 0.14, 4, -4
- CCOc1ccc(C(=O)NC(=S)N2CCN(c3ccc(C(F)(F)F)cc3[N+](=O)[O-])CC2)cc1
 : -1, -2, 1.6, -20, -14, -1, -0.59, 26, 21
- CCn1ncc(Cl)c1C(=O)NC(=S)Nc1c(C)cc(C)cc1[N+](=O)[O-]
 : -1, 13, 0.0, -8, 19, -25, 85*, 11, 4
- C=CCNc1nc(N2CCOCC2)nc(N2CCOCC2)n1
 : 3, 7, -0.1, -8, 2, -15[20 µM], 0.75, 13, 8
- Cc1ccnc(NC(=O)CN2C(=O)c3ccccc3C2=O)c1
 : 3, -4, 1.6, -4, 3, -23, 0.26, 6, -5
- COc1ccc(/C=N/OCC(=O)N(Cc2ccccc2)c2ccccc2C(=O)O)cc1
 : -13, 10, 0.0, -23, 1, -14, 0.27, 2, -1
- COC(=O)c1cccc([N+](=O)[O-])c1CS(=O)(=O)c1ccc(C)cc1
 : -7, ., 0.6, ., 38, -14, -0.016, 4, 1
- CNC(=O)CN(C1CCCCC1)S(=O)(=O)c1ccc(OC)c(Cl)c1
 : 6, -11, -1.1, -3, -11, -9[20 µM], 1.8, 14, 0
- Cc1csc(SCC(=O)Nc2ccccn2)n1
 : 4, 6, -0.2, -16, -25, -11[20 µM], -0.51, 1, -1
- CCOC(=O)c1cnc2c(C)c(-c3ccccc3)[nH]n2c1=O
 : -2, 2, 0.7, -5, -48, -15[20 µM], -0.94, 9, -5
- CCc1ccc2[nH]c(=O)c(C3C(C#N)=C(N)Oc4c3ccc3cccnc43)cc2c1 (centres undefined)
 : 7, -2, 1.1, -29, -321, -7[20 µM], 0.2, 13, 0
- COc1ccc(C2Nc3ccccc3C(=O)N2c2ccccc2)cc1CN1CCOCC1 (centres undefined)
 : -5, -130, -1.1, 1, i, -12, ., 4, -3
- COC(=O)c1cn(NC(=O)c2cnccn2)c(=O)c2ccccc12
 : 0, -2, 0.1, 8, 14, -22, 2.2, 3, 9
- COc1ccc(NC(=O)CCC(=O)Nc2nnc(C(F)(F)F)s2)c(OC)c1
 : -1, -11, 0.0, 5, 13, -5[20 µM], 0.88, -6, -2
- O=C(CN1CCN(c2ccccn2)CC1)N1CC(O)CO1 (centres undefined)
 : -5, -26, 0.2, 0, -19, -18, -0.13, 13, 1
- COC(=O)CCn1c(C)cc(C(=O)COc2ccccc2C(N)=O)c1C
 : -7, -20, -0.3, -3, -30, -23, -0.46, 7, -3
- Cc1ccc(C)c(NS(=O)(=O)c2ccc(OCC(=O)NCc3ccco3)cc2)c1
 : 0, 2, -0.1, -20, -24, 4[20 µM], 1.2, 5, 3
- CSCCC(NC(=O)c1ccc(Cl)cc1)C(=O)OCC(=O)Nc1ccc(C#N)cc1 (centres undefined)
 : 4, -13, 1.0, -7, 5, -20, -0.16, 4, 3
- COc1ccc(S(=O)(=O)Nc2ccccc2C(=O)Nc2nc(-c3ccc(F)cc3)cs2)cc1OC
 : -6, -6, -0.7, -34, -76, -12, -6.2*, -1, -4
- COc1ccc2cc(-c3[nH]ncc3CN3CCCCO3)ccc2c1
 : -8, 5, 0.0, -4, -26, -25, -0.32, 3, -6
- Cc1nc2ccccc2nc1SCC(=O)N1CCC(C)CC1
 : 2, -2, -0.4, -4, 11, -9[20 µM], ., 16, 5
- CCOC(=O)c1ccc(NC(=O)CSc2nnc(COc3ccccc3OC)n2C)cc1
 : -3, -3, 0.1, 3, -9, -19[20 µM], 0.13, 11, 0
- O=C(Nc1cc(C(F)(F)F)cc(C(F)(F)F)c1)Nc1cnn(-c2ccc([N+](=O)[O-])cc2)c1C(F)(F)F
 : -3, -2, -0.4, -4, 32, -10, 0.6, 13, 4
- CC(C)(C)c1ccc(OCCn2ccccc2=O)cc1
 : -2, 0, -0.9, -1, -11, -13, ., 13, -5
- Cc1cc(C(=O)NNC(=S)NC(=O)/C=C/c2ccccc2Cl)n[nH]1
 : 2, 0, -0.3, -18, -52, -5[20 µM], ., 18, 7
- O=C(COc1ncnc2ccccc12)N1CCOCC1
 : 4, -8, 1.4, -12, -18, -16, 1.9, 19, 2
- Cn1cccc1Cc1nnc(SCC(=O)Nc2ccccc2F)n1CCc1ccccc1
 : -1, -4, -0.3, 0, -5, -4, -1.4, 22, 21
- c1cnc2c(OCc3cn4cccnc4n3)cccc2c1
 : 2, 3, 1.1, -9, -124, -20[20 µM], -0.048, 14, 5
- Cc1ccc(C(NC(=O)c2ccccc2)C(Cl)Cl)cc1 (centres undefined)
 : -7, 1, -0.8, -13, 18, 0, -0.97, 13, 3
- CCOC(=O)COc1ccc(S(=O)(=O)N2CCN(c3ccc(F)cc3)CC2)cc1
 : 2, 0, -0.1, -9, 34, -12[20 µM], -0.37, 22, 6
- O=C1CC(=Nc2ccccc2)NN1c1ccccc1
 : 5, -2, 1.2, -2, -7, -20[20 µM], -0.0015, 11, 8
- COc1ccccc1N1CCN(C(=O)C(OC(C)=O)c2ccccc2)CC1 (centres undefined)
 : 1, -1, -0.6, -16, 10, -29[20 µM], ., -4, -4

Just Furin inhibitor (2 entries from above):
| Structure | Furin inhibitor |
| --- | --- |
| O=C(CN1CCN(c2ccccn2)CC1)N1CC(O)CO1 (centres undefined) | -18 |
| COC(=O)CCn1c(C)cc(C(=O)COc2ccccc2C(N)=O)c1C | -23 |
